Screening results from PubChem.
FN deposit inh: fibronectin deposition inhibition. inhibition, % at 12.6 µM. AH1F fibroblasts, Alexa488-fibronectin deposition fluorescence, overnight. 350,000 tested, 0.086% active;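 active means mean inhibition across replicates of 30% or more, regardless of how many single replicates reach that level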;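 further: positive control wells lacked labelled fibronectin entirely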
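Test system: AH1F fibroblast monolayer depositing Alexa488-labelled fibronectin into matrix. Input: 10000 cells per well. Technique: fluorescence, ex 485 nm, em 525 nm. Buffer or medium: DMEM plus 2% serum, read in PBS. Timing: 1 h cell adhesion before compound, then overnight fibronectin incubation. Compound: single dose, pinned. Read-out basis: inhibition from reduced deposited-fibronectin fluorescence.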
RAD52 anneal inh: blocks human RAD52 DNA annealing; recombinant RAD52 DNA annealing, FRET fluorescence; inhibition, % at 18.7 µM; 360,000 tested, 0.46% active;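 active means every replicate showing at least 50% inhibition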
Target sequence (P43351 whole entry, looked up): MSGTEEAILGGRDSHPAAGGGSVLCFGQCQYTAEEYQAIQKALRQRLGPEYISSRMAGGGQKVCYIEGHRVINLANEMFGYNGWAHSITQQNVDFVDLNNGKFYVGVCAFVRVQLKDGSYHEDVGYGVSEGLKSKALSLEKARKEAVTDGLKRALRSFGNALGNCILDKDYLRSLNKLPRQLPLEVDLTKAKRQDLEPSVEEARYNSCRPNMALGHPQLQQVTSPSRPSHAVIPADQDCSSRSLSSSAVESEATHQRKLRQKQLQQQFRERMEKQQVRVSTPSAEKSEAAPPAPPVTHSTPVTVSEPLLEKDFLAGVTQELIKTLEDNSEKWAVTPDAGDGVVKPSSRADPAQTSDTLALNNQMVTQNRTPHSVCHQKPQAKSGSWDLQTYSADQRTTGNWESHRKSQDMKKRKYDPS
XiGFP reactiv: reactivates the inactive X chromosome in mouse fibroblasts; XiGFP mouse fibroblasts, % GFP-positive cells imaging, 3 d; cells co-treated with 5-aza-dC sensitizer; scaled so ellipticine positive control = 100%; activation, % at 7.58 µM; 360,000 tested, 0.055% active;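 active means mean normalized replicate activation at least 10% and every replicate at or above 10%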;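 further: 0% = median of on-plate neutral control wells and 100% = ellipticine 6 µM median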
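System: XiGFP fibroblasts, SV40-immortalized. Medium: DMEM plus 5-aza-dC sensitizer. Doses: single point. Timing: 3 d treatment, 15 min room-temperature fixation. Control set: ellipticine 6 µM.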
S100A4 inh HTS: S100A4-myosin IIA interaction inhibition; P26447; S100A4/TAMRA-MyoIIA peptide fluorescence polarization; inhibition, % at 10.7 µM; 360,000 tested, 0.14% active;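 active means mean inhibition of at least 70% across replicates, with every replicate also reaching that level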
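Test system – S100A4 monomer (human) · Compound – single-point compound testing · Schedule – 5 min incubation before reading · Probe or stimulus – TAMRA-labelled myosin IIA heavy-chain peptide probe, 5 nM · Benchmarks – neutral control DMSO, positive control TFP · Medium – Calcium-containing HEPES buffer, pH 7.2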
EWS-Fli inh: blocks EWS/Fli oncoprotein-driven transcription. A673 NR0B1-luciferase reporter, viability-normalised. 350,000 tested, 0.67% active. inhibition, % at 12.6 µM. AID 651661;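 active means mean inhibition of at least 50% after viability correction, with every replicate also passing that limit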;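 further: firefly luciferase signal divided by Alamar Blue viability fluorescence both relative to DMSO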
RAD54 branch: RAD54 (human) branch migration inhibition; 360,000 tested, 0.14% active; RAD54 Holliday junction branch migration, FAM/BHQ fluorescence; inhibition, % at 10.4 µM; AID 602329; Q92698;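 active means mean normalized replicate activity at least 40 and at least half of replicates scoring 40 or more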;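 further: 0% = median of neutral control wells and 100% = median of positive control wells; inhibitors cause a drop in the FAM fluorescence signal; in these data hits start at about 50%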
esBAF inh: inhibitors of esBAF chromatin remodeling in mouse ES cells | reporter increase, % at 12.5 µM | 350,000 tested, 2% active | Bmi1-luciferase knock-in reporter, 24 h; 100% = twice the neutral-well signal; in the data active means activation above about 40%;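 further: 0% = median of the plate's neutral control wells and 100% = double that signal; a rise in the Bmi1 reporter signal indicates esBAF inhibition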
E-sel inducer: induces E-selectin expression in human endothelial cells. HUVEC E-selectin immunofluorescence imaging; normalized: neutral wells 0, TNF-alpha wells 100. activation, % at 7.58 µM. 260,000 tested, 0.37% active;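 active means mean E-selectin-positive cell signal at least 10% of the positive control, reached in at least 60% of replicates, without over 20% cell loss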;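 further: in these data hits start at about 27%; measured in HUVEC primary endothelial cells; signal is the percent of cells scored E-selectin positive by PE staining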
Target sequence (P16581 whole entry, looked up): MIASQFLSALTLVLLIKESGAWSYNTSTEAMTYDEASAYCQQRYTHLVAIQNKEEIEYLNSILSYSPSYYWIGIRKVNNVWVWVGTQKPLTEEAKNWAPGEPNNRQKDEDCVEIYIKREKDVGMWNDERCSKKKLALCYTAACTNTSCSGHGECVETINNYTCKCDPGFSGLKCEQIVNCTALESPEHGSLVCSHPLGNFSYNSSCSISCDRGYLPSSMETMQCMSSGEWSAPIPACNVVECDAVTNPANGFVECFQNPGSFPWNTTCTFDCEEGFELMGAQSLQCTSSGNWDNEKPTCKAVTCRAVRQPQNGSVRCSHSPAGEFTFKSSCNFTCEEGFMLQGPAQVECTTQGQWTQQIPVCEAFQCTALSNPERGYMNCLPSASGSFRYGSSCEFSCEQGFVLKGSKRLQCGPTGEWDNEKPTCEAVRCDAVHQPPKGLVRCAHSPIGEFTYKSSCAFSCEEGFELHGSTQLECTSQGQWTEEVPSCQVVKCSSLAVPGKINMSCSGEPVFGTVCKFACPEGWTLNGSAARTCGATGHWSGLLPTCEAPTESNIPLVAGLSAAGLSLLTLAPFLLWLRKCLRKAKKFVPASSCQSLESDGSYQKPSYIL
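Read-out: % PE-positive cells | Test system: HUVEC | Doses: One compound dose added by pin transfer | Buffer or medium: EGM-2 over gelatin coat | Signal: Immunofluorescence imaging | Benchmarks: TNF-alpha, DMSO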
Numbers without * were called inactive; x = not tested or not shown; & = joins results of further samples.

SMILES	FN deposit inh	RAD52 anneal inh	XiGFP reactiv	S100A4 inh HTS	EWS-Fli inh	RAD54 branch	esBAF inh	E-sel inducer
CCCCCC(=O)NNC1=NCC(Cc2cccc(Cl)c2)S1 (stereo not given)	-4.8	-14.8	0.0	0.3	15.6	x	x	3.9
Cc1ccccc1C(=O)N(Cc1nc2ccccc2c(=O)[nH]1)C1CCCC1	12.3	-8.7	0.2	0.3	4.2	x	-2.5	x
C[C@H]1CN([C@@H](C)CO)S(=O)(=O)c2ccc(Br)cc2O[C@H]1CN(C)S(=O)(=O)c1ccccc1	-3.4&-2.3	3.3&9.7&18.6	-0.6	-2.1&2.7&3.1	11.3&-8.6&-24.2	0.4&-3.3&6.0	0.3&-3.1&-2.4	1.0&0.1
O=C(CN1CCOC1=O)N1CCCC(Nc2ccc(F)c(F)c2)C1 (stereo not given)	2.4	-0.8	0.0	-1.4	x	-4.3	3.0	x
CC(C)c1ccc(OCC(=O)NCCO)cc1	0.4	x	-0.1	x	x	4.2	20.9	x
CC(C)(O)CC[C@@H](O)[C@](C)(O)[C@H]1CC[C@@]2(O)C3=CC(=O)[C@@H]4C[C@@H](O)[C@@H](O)C[C@]4(C)C3CC[C@]12C (stereo not given in full)	x	-8.3	x	-3.7	3.4	0.7	-0.3	x
CCCOc1ccc(N2C(=O)CC(N(CCc3ccccc3)C(=O)c3ccccc3)C2=O)cc1 (stereo not given)	0.2	-3.3	0.1	-1.4	1.6	x	x	0.1
C[C@@H]1CN([C@H](C)CO)C(=O)c2cccc(NC(=O)Nc3ccc(F)cc3)c2O[C@@H]1CN(C)C(=O)Nc1ccc2c(c1)OCO2	x	-7.4	3.4	-5.8	-7.3	3.7	-3.0	0.3
COc1cc(CNc2ncn[nH]2)ccc1OCc1cccc(C)c1	0.7	2.2	0.1	-2.8	-83.6	x	32.6	1.0
CC12CCC(=O)N1C(C(=O)Nc1ccc(Br)cc1Cl)CS2 (stereo not given)	2.5	-11.5	0.3	12.5	x	-3.1	-6.4	x
C[C@H](NC(=O)C[C@@H]1C[C@H]2c3cc(NC(=O)C4CCC4)ccc3O[C@H]2[C@@H](CO)O1)c1ccccc1	-9.4	3.0	0.2	-9.0	5.0	-7.3	-1.6	-0.5
Cc1noc(C)c1NC(=O)Nc1ccc2c(c1)C(=O)N([C@@H](C)CO)C[C@@H](C)[C@H](CN(C)C(=O)CCCN(C)C)OCCCC[C@@H](C)O2	x	1.8	0.0	26.1	-9.0	-11.0	-0.9	-0.2
CC(NC(=O)CCC(=O)N1CCCCCC1)c1ccccc1 (stereo not given)	4.4	-12.1	0.0	10.4	1.4	-2.4	3.9	x
Cc1ccnc(NC(=O)COc2c(C)cc(C)cc2[N+](=O)[O-])c1	15.6	x	-0.1	x	x	-3.2	-9.1	x
CCCN1C[C@@H](C)[C@@H](OC)CN(C)C(=O)c2ccc(NC(=O)CC(F)(F)F)cc2OC[C@H]1C	x	-14.7	0.4	-1.4	-78.6	x	x	-0.2
O=C(C[C@@H]1CC[C@@H]2[C@H](COC[C@H](O)CN2C(=O)Nc2ccccc2)O1)NCc1ccccc1F	-3.8	-1.3	0.0	8.1	-4.5	7.7	0.9	-0.2
CCCNC(=O)C[C@H]1C[C@H]2c3cc(NC(=O)Nc4ccccc4)ccc3O[C@H]2[C@@H](CO)O1	-4.5	x	0.1	x	1.1	-10.0	6.0	-0.3
Cc1noc(C)c1S(=O)(=O)Nc1ccc2c(c1)C(=O)N([C@@H](C)CO)C[C@@H](C)[C@H](CN(C)Cc1ccc(C(F)(F)F)cc1)OCCCC[C@@H](C)O2	x	0.1	0.2	1.4	x	-4.3	12.0	0.3
Cc1ccc(NC(=O)CN(C)C(=O)Cn2nnc(-c3ccccc3)n2)cc1	-4.2	-0.8	0.1	0.2	0.0	-6.8	x	0.7
COc1cc(/C=N/N=C(\N)c2nonc2N)cc(OC)c1OC	x	-8.2	0.1	-1.9	4.5	x	x	x
COc1cccc(N(Cc2nnc3n2CCCCC3)C(=O)Nc2ccccc2F)c1	6.8	-8.5	0.2	33.4	4.7	0.5	x	5.0
COc1ccc(S(=O)(=O)N(C)C[C@H]2OCCCC[C@H](C)Oc3ccc(NC(=O)CCCN(C)C)cc3C(=O)N([C@H](C)CO)C[C@H]2C)cc1	x	39.7	-1.0	-6.2	0.3	4.8	3.7	0.1
COc1ccc(C(C(=O)NC(C)(C)C)N(C(=O)CNC(=O)c2cccs2)c2ccc(NC(C)=O)cc2)cc1OC (stereo not given)	5.0	-8.0	0.0	1.6	11.4	2.4	-7.6	x
COc1ccc(C2Nc3ccccc3C(=O)N2c2ccc(F)cc2)cc1CSc1ccccn1 (stereo not given)	-2.7	-13.6	0.0	-0.7	-16.7	x	x	x
Cc1ccc(N(CC2CO2)S(=O)(=O)c2ccccc2[N+](=O)[O-])cc1 (stereo not given)	-2.4	-8.4	0.2	-8.0	11.6	-6.7	-1.0	-0.2

Full records as entered above. Screens in order: FN deposit inh | RAD52 anneal inh | XiGFP reactiv | S100A4 inh HTS | EWS-Fli inh | RAD54 branch | esBAF inh | E-sel inducer
O=C(CN1CCOC1=O)N1CCCC(Nc2ccc(F)c(F)c2)C1 (stereo not given) in the list: 2.4 | -0.8 | 0.0 | -1.4 | x | -4.3 | 3.0 | x
COc1ccc(S(=O)(=O)N(C)C[C@H]2OCCCC[C@H](C)Oc3ccc(NC(=O)CCCN(C)C)cc3C(=O)N([C@H](C)CO)C[C@H]2C)cc1 in the list: x | 39.7 | -1.0 | -6.2 | 0.3 | 4.8 | 3.7 | 0.1

Later entries
SMILES	FN deposit inh	RAD52 anneal inh	XiGFP reactiv	S100A4 inh HTS	EWS-Fli inh	RAD54 branch	esBAF inh	E-sel inducer
CN1CCN(CCCNC(=O)c2ccc(/C=C3\Oc4ccccc4N(Cc4ccc(Cl)cc4)C3=O)cc2)CC1	-0.5	94.8*	0.1	-7.7	62.2*	12.9	-30.3	4.8
C[C@@H]1CN([C@H](C)CO)S(=O)(=O)c2ccc(C3=CCCC3)cc2O[C@H]1CN(C)C(=O)c1ccccn1	x	-7.4	0.0	7.0	-10.8	6.5	6.3	-0.2
COc1ccc(N(Cc2cc3ccc(C)cc3[nH]c2=O)C(=O)C2CCCO2)cc1 (stereo not given)	6.2	-25.8	0.1	0.4	-0.7	x	x	1.1
CC(C)NC(=O)N1C[C@@H]2[C@H](c3ccccc31)[C@H](CO)N2Cc1ccccn1	x	x	0.5	x	-3.1	-3.5	0.3	0.2
COCC#Cc1cnc2c(c1)C(=O)N([C@H](C)CO)C[C@H](C)[C@H](CN(C)C(=O)Nc1ccc(OC)cc1)O2	x	3.3	-0.7	1.1	4.3	-2.2	-6.7	0.0
CCCC(=O)Nc1ccc2c(c1)OC[C@@H](C)N(CC1CCCC1)C[C@@H](C)[C@H](OC)CN(C)C2=O	13.6	3.7	0.1	4.4	x	x	x	0.1
CO[C@H]1CC[C@@H]2CCOc3c(C#N)cccc3C(=O)N(C)CC3(CCCCC3)CC(=O)N(C)C[C@@H]1O2	4.9	13.4	0.4	-4.0	-1.4	-1.6	3.5	0.1
O=S(=O)(c1ccc(F)c(F)c1F)N1CCN(C(=S)NC2CC3CCC2C3)CC1 (stereo not given)	7.7	-7.7	0.3	12.4	15.5	-2.7	-4.4	0.9
C[C@H]1CN([C@@H](C)CO)C(=O)c2cc(NC(=O)NC3CCCCC3)ccc2O[C@@H]1CN(C)C(=O)Nc1cccc2ccccc12	x	-4.5	-0.6	0.9	2.6	1.3	2.7	0.4
COCCCNC(=O)c1cc2c(=O)n3cccc(C)c3nc2s1	-3.8	-10.7	0.2	-3.7	-52.2	2.8	9.9	x
COc1ccc(OCC(=O)OCC(=O)N2CC(=O)Nc3ccccc32)cc1	17.1	-2.8	0.0	-1.4	-4.6	-1.1	4.4	1.1
CO[C@@H]1CN(C)C(=O)c2cc(NC(=O)C3CCOCC3)ccc2OC[C@H](C)N(C(=O)c2ccccc2)C[C@H]1C	-8.6	x	0.4	x	-2.9	x	-0.1	-0.2
C/C(=N\NC(=O)OC(C)(C)C)c1ccc[nH]1	2.6	-4.3	0.0	1.8	-65.9	-8.6	31.2	x
Cc1c(C(=O)O)c(C(=O)O)c2n1CCS2	-9.1	0.6	0.0	-1.5	1.0	x	-5.1	0.0
O=S(=O)(c1ccc(Br)c2ccccc12)N1CCCC1	-10.6	-2.7	0.1	-4.1	0.6	0.7	-14.0	x
Cc1ccc(C(=O)N/C(=C/c2cccs2)C(=O)N2CCCCC2)cc1	-6.0	-5.3	0.2	-5.7	-6.7	x	x	3.2
c1ccn(-c2ccc(-c3ccn[nH]3)cc2)c1	-1.0	-6.5	-0.1	-0.6	-117.5	x	x	3.1
CC1=CC(C)[C@H](/C=N/n2c(=O)[nH]c3c([nH]c4ccc(C)cc43)c2=O)C(C)C1 (stereo not given in full)	8.4	5.1	-0.1	1.7	-8.1	x	-10.1	-0.2
COc1ccc(S(=O)(=O)Nc2ccc3c(c2)C(=O)N([C@@H](C)CO)C[C@H](C)[C@H](CN(C)C(=O)NC2CCCCC2)OCCCC[C@H](C)O3)cc1	-7.4	-39.0	0.0	-0.8	7.8	-7.8	4.0	x
CCOc1cc(C(=O)Nc2cc(F)ccc2C)ccc1OCC(=O)N1CCOCC1	8.5	-10.5	0.2	1.0	2.4	-11.3	-7.5	x
Cc1ccc(C)c(-n2nnc3ccccc3c2=O)c1	-3.4	-4.9	0.4	-5.4	-4.6	1.8	-0.7	0.1
COc1cc(OC)cc(C(=O)N[C@H](C(=O)OCC(=O)c2ccc(F)cc2)C(C)C)c1	x	-31.1	0.5	-12.5	0.2	-20.3	-0.3	x
CCC(=O)Nc1nnc(SCc2ccccc2F)s1	-1.5	-9.1	0.1	0.1	4.7	x	x	0.0
Oc1c(C=NCc2ccccc2)sc2ccccc12	-15.4	-21.5	0.2	-7.5	-21.8	x	x	x
Cc1cc(C(=O)N2CCN(S(=O)(=O)c3ccccc3F)CC2)c(C)o1	x	-10.3	0.1	-4.3	-2.0	x	x	x
Following part.
SMILES	FN deposit inh	RAD52 anneal inh	XiGFP reactiv	S100A4 inh HTS	EWS-Fli inh	RAD54 branch	esBAF inh	E-sel inducer
O=C(CN1CCN(c2ccccc2)CC1)Nc1ccccc1C(=O)NCCc1ccccc1	-8.7	-17.3	0.0	1.8	17.7	5.1	8.7	0.6
COC(=O)N[C@H](CC(C)=O)c1cccc(C(F)(F)F)c1	7.3	-2.9	0.1	0.0	-6.7	-3.2	-3.0	-0.3
COc1ccc(C)cc1S(=O)(=O)N1CCC2(CC1)OCCN2S(=O)(=O)c1cccs1	4.4	0.3	0.0	-5.3	5.5	10.1	x	-0.2
COc1ccc([C@@H]2CC=C(C(=O)O)[C@H](c3cccc(Cl)c3)N2S(=O)(=O)c2ccc(C)cc2)cc1OC	1.6	-15.0	-0.3	-1.6	1.5	-3.7	-0.3	0.5
COc1ccc(NC(=O)c2cnn(-c3ccccc3)c2C)cc1OC	3.5	-7.9	0.2	-3.0	-81.8	4.8	17.5	0.2
N#CCN1C(=O)NC2(CCCc3sccc32)C1=O (stereo not given)	4.4	-15.2	0.2	-3.4	2.7	-0.2	-3.6	-0.1
